# SIAE inh = human SIAE inhibitors, primary screen, biochemical, fluorescence polarization, FP-Rh probe, 1536-well HTS; Sialate O-acetylesterase (Homo sapiens), Q9HAT2; SIAE FP-Rh probe binding; inhibition, % at 9.66 µM; 370,000 tested, 0.69% active;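 active means inhibition above a cutoff: mean of compounds within the control limits plus 3 SD of those, cut at about 17% in these data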;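 further: 0% = plate median of compound wells and 100% = probe without SIAE protein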
# TDP2 inh = human TDP2 enzyme inhibitors, primary screen, biochemical, epi absorbance, recombinant enzyme; Tyrosyl-DNA phosphodiesterase 2 (Homo sapiens), O95551; T5PNP hydrolysis, p-nitrophenol absorbance 415 nm; inhibition, % at 12.8 µM; 370,000 tested, 0.34% active;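 active means inhibition above the mean of all tested compounds plus 3 SD, set per campaign, cut at about 25% in these data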;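 further: 0% = DMSO with enzyme and 100% = buffer with substrate but no TDP2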
#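 System – recombinant human TDP2 · Amount – 120 nM TDP2 per well · Buffer or medium – Mg2+-containing Tris-HCl buffer, pH 7.5 · Reagent – T5PNP substrate, 5 mM · Dosing – 12.8 µM single point, 1% DMSO · Incubation – 2 h at 37 °C · Measured by – epi absorbance · Read-out basis – percent inhibition · Benchmarks – high control without enzyme, low control DMSO plus TDP2 · Repeats – singlicate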
# Tn6 DDE FP = inhibitors of Tn6 peptide binding to fibrin DD(E), primary screen, biochemical, fluorescence polarization, human fibrin, Tn6 probe; Fibrin DD(E) TRITC-Tn6 fluorescence polarization displacement; inhibition, % at 8.3 µM; 370,000 tested, 0.21% active; AID 720509, 2013;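 active means inhibition above a per-campaign cutoff: mean of compounds within control limits plus 3 SD, cut at about 15% in these data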;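 further: 0% = median of all compound wells on the plate and 100% = blocking peptide control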
# Target sequence (P02675 whole entry, looked up): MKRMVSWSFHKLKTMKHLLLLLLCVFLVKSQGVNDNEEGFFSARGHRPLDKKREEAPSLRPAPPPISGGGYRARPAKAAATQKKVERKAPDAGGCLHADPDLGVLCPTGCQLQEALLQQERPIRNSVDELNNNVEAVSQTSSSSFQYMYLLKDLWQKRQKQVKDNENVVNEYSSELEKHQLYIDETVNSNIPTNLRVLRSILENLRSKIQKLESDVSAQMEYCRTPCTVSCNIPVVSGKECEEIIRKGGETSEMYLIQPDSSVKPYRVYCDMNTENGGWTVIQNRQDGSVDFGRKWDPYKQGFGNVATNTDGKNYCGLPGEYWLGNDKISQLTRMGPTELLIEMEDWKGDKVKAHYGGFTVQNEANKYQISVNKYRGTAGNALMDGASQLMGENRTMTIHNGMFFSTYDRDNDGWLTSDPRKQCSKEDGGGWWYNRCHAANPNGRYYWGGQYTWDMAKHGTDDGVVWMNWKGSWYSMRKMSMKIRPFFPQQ
# PLCg1 inh = PLC-gamma1 enzyme inhibitors, primary screen, biochemical, fluorescence, purified enzyme; fluorogenic substrate; 370,000 tested, 0.84% active; inhibition, % at 12.2 µM; in the data active means inhibition above about 9.5%
# Tn7 DDE FP = inhibitors of Tn7 peptide binding to fibrin DD(E), primary screen, biochemical, fluorescence polarization, human fibrin, Tn7 probe; Fibrinogen beta chain (Homo sapiens), P02675; FP displacement of FITC-Tn7 peptide from fibrin DD(E); 0% = median of compound wells per plate; inhibition, % at 8.3 µM; 370,000 tested, 0.13% active; AID 720508, 2013;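 active means inhibition above the mean of compounds falling within the control limits plus 3 SD of them, cut at about 14% in these data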;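 further: 0% = plate median of compound wells and 100% = 10 µM Aha-Tn7 peptide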
#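 Assay system: Human fibrin DD(E) protein | Medium: Tris buffer with calcium and detergent, pH 7.8 | Reagent: 0.1 µM fluorescent Tn7 | Compound dosing: Single point at 8.3 µM | Times: 10 min preincubation, 3 h with tracer, room temperature | Detection: Fluorescence polarization of the labelled Tn7 tracer | Controls: Aha-Tn7 high control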
# ADAM10 inh = human ADAM10 inhibitors, primary screen, biochemical, QFRET, HTS; recombinant ADAM10, EDANS/DABCYL FRET peptide cleavage, 3 h; AID 720582, 2013; inhibition, % at 7 µM; Disintegrin and metalloproteinase domain-containing protein 10 (Homo sapiens), O14672; 370,000 tested, 0.62% active;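 active means inhibition above a per-campaign cutoff equal to the mean of compounds falling between control-based bounds plus 3 SD, cut at about 20% in these data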;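 further: 0% = DMSO wells while the 100% control is not disclosed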
# Target sequence (O14672 214-748 limits assumed): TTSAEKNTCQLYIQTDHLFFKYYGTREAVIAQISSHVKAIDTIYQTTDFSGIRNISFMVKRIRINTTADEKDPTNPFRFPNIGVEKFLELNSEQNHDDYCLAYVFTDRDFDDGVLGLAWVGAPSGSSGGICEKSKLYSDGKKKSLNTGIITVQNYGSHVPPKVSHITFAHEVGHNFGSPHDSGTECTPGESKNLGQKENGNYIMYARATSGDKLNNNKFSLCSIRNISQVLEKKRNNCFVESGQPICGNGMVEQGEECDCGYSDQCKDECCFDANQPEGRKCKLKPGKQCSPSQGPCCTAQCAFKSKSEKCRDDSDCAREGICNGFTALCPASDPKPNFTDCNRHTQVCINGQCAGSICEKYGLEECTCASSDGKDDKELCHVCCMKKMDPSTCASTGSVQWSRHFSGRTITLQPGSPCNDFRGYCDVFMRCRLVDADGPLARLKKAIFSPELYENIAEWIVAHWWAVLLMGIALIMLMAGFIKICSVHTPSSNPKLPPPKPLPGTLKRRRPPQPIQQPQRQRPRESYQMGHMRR
# ADAM17 inh = ADAM17 inhibitors, primary screen, biochemical, QFRET | AID 720648, 2013 | recombinant ADAM17, EDANS/DABCYL FRET peptide cleavage | 370,000 tested, 0.83% active | inhibition, % at 6.95 µM | Disintegrin and metalloproteinase domain-containing protein 17 (Homo sapiens), P78536;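 active means inhibition above the mean of compounds lying between control limits plus 3 SD, set per campaign, cut at about 8.5% in these data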;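 further: 0% = DMSO-only wells as the low control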
# PLC-beta3 inh = human PLC-beta3 inhibitors, primary screen, biochemical, fluorescence | Purified PLC-beta3, fluorogenic substrate | 370,000 tested, 0.18% active | inhibition, % at 12.2 µM; in the data active means inhibition above about 11%;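 further: 0% = median of compound wells on plate and 100% = full blocker control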
# ASAP1 GAP inh = inhibitors of human ASAP1 ArfGAP activity, primary screen, biochemical, fluorescence polarization; Arf-GAP with SH3 domain, ANK repeat and PH domain-containing protein 1 (Homo sapiens), …; ASAP1-stimulated ARF1 GTP hydrolysis, GDP FP detection; inhibition, % at 16.5 µM; 360,000 tested, 0.19% active; AID 624377, 2012; in the data active means inhibition above about 25%;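 further: 0% = vehicle with enzyme and substrate and 100% = no enzyme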
# ARFGAP1 inhibitor = inhibitors of rat ARFGAP1 GAP activity, primary screen, biochemical, fluorescence polarization, GDP tracer; ADP-ribosylation factor GTPase-activating protein 1 (Rattus norvegicus), Q62848; Arfgap1-stimulated ARF1 GTP hydrolysis, GDP FP detection; inhibition, % at 16.5 µM; 360,000 tested, 0.26% active; AID 651572, 2012;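 active means inhibition above a per-plate limit, mean inhibition of low control wells plus 3 SD, cut at about 25% in these data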;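 further: 0% = DMSO wells with enzyme and 100% = wells lacking Arfgap1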
#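 System: truncated rat Arfgap1 GAP domain / Benchmarks: high control wells lacking Arfgap1, low control full reaction with DMSO / Times: compound-enzyme preincubation 20 min, reaction 120 min, detection 60 min, 25 °C / Repeats: one replicate per compound / Also added: human ARF1(Δ1-17)-GTP substrate / Measured by: Tracer-displacement fluorescence polarization with EDTA stop, 620/688 nm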
# An asterisk follows results filed as active; i = inactive; . = no result given.
no.	compound	SIAE inh	TDP2 inh	Tn6 DDE FP	PLCg1 inh	Tn7 DDE FP	ADAM10 inh	ADAM17 inh	PLC-beta3 inh	ASAP1 GAP inh	ARFGAP1 inhibitor
1	Cc1ccc(N(CC(=O)NC(C)C)C(=O)CCC(=O)Nc2ccccn2)cc1	-12	9	-8	-1	-4	2	-3	-6	10	-1
2	O=C(N/N=C\c1cn[nH]c1-c1ccccc1)c1ccc([N+](=O)[O-])cc1	1	-5	1	5	-4	6	3	3	0	4
3	Cc1ccc(-c2ccc(=O)n(Cc3cc(C)ccc3C)n2)cc1	-4	7	-6	0	-1	-1	0	-2	7	5
4	CCOc1ccc(CCNC(=O)COC(=O)CCC(=O)c2cccs2)cc1OCC	-5	-4	-6	1	-9	-1	-6	-5	-2	-5
5	COc1cccc(C(=O)NCCS(=O)(=O)N2CCc3ccccc3C2)c1	10	-7	7	-6	3	3	-7	-13	-2	13
6	Cc1ccc(/C=N/n2c(-c3cccnc3)n[nH]c2=S)s1	-3	-7	5	3	6	10	0	-2	12	5
7	Cc1cccc2c(=O)n3c(nc12)CCCCC3	1	-8	6	-4	-3	4	-1	5	-17	-2
8	O=C(O)c1cccc(C(=O)c2cccc(C(=O)O)c2)c1	5	-2	1	4	2	-4	-1	-1	-3	4
9	CCOc1ccc(OCCC(=O)OCC(=O)NCc2ccc(Cl)cc2)cc1	0	-13	5	2	-2	2	1	-2	-4	-2
10	O=C(NCCc1ccccc1)C1CCC(=O)N(Cc2ccc(Cl)cc2)C1 (stereo not given)	-3	17	0	-1	-4	1	-2	-9	17	-4
11	O=C(NCc1ccccc1)C1c2ccccc2OCC(=O)N1Cc1ccco1 (stereo not given)	-1	6	-1	-3	2	-10	-1	-1	-15	3
12	CCOC(=O)CSc1cc(CS(=O)(=O)c2ccccc2)nc(-c2ccccc2)n1	-4	5	3	-3	14	4	-2	-1	-2	10
13	Cc1ccc(SCC(=O)N2CCCC2)cc1	2	2	-12	4	4	0	-6	-4	-2	6
14	CCOc1ccccc1NC(=O)CSc1nnc(Cc2ccc(OC)cc2)c(=O)n1N	7	16	-2	-4	3	4	1	-3	5	16
15	CCOCC(=O)Nc1ccccc1C(=O)N1CCOCC1	-1	-4	0	0	0	-2	0	1	-6	-16
16	Cn1c(=O)c2c(nc(N3CCNCC3)n2Cc2ccccc2Cl)n(C)c1=O	-4	-1	-4	1	-6	-11	-2	2	5	-3
17	O=C(OC1CCOC1=O)c1ccc(N2CCCC2)c([N+](=O)[O-])c1 (stereo not given)	-4	-2	4	-6	0	-5	-5	-6	0	-4
18	CN(C)CCOC(=O)c1ccc(COc2ccccc2Br)o1	1	10	4	-3	3	-10	-2	-6	-12	-10
19	O=C(O)C1CCCCN1C(=O)c1ccc(S(=O)(=O)N2CCCCCC2)cc1 (stereo not given)	3	7	-3	1	8	-9	-2	-3	-6	1
20	CC1Cc2ccccc2N1C(=O)CSc1nnc2n1C(C)(C)Cc1ccccc1-2 (stereo not given)	-8	-9	10	-1	0	1	-5	4	-6	-2
21	Cc1nc2ccccc2c(=O)n1/N=C/c1c(O)ccc2ccccc12	4	14	-13	-1	0	-8	-5	-2	13	1
22	COc1ccc(C2C(C(C)=O)=C(O)C(=O)N2c2cccnc2)cc1OC (stereo not given)	2	2	1	0	-1	0	-2	-1	-11	1
23	O=C(Nc1cccc(C(=O)O)c1)/C(=C\c1ccccc1)NC(=O)c1ccc(Br)o1	-3	-17	-6	4	-3	0	5	8	-4	-5
24	Cc1cc(SCC(=O)N2CCCC2)nc2ccccc12	4	-4	-10	3	-8	-1	0	0	5	-2
25	N#CCCNc1c(Cl)cc(Cl)cc1C(=O)O	-3	-5	1	-16	3	-17	-5	-17	9	13
26	CCOC(=O)c1ccc2nc(NC(C)=O)sc2c1	2	7	9	1	1	-2	-4	2	-4	-11
27	CCCOc1ccc(/C(O)=C2/C(=O)C(=O)N(CCCn3ccnc3)C2c2ccc(C)o2)cc1 (stereo not given)	2	4	-12	-6	5	-4	-1	-14	-8	0
28	C=CC[C@@H](CC(=O)OC(C)(C)C)C(=O)OC[C@@H]1CCCN1C(=O)[C@@H](CC=C)CC(=O)N(CCO)Cc1ccccc1	8	-9	-3	1	2	6	2	3	4	13
29	CN(C(=O)c1cccc(C(=O)N(C)c2ccccc2)c1)c1ccccc1	-4	-4	-3	-2	-4	4	3	-4	-5	0
30	CCC(C)[C@H](NC(=O)Nc1cccc(Cl)c1)C(=O)O (stereo not given in full)	3	12	-7	-1	5	0	-2	-1	8	24
31	C[C@H](CO)N1C[C@H](C)[C@H](CN(C)Cc2cccc(O)c2)OCc2ccccc2-c2c(n(C)c3ccccc23)C1=O	-4	-3	0	-1	0	15	8	1	14	2
32	COc1ccc(CNCC#Cc2ccc(C(F)(F)F)cc2)c(OC)c1	4	4	-2	-4	2	-5	-5	-5	.	.
33	CCN(C(=O)COC(=O)c1ccc2c(=O)n3c(nc2c1)CCC3)C1CCS(=O)(=O)C1 (stereo not given)	-6	14	-3	-3	3	-12	-5	-8	-5	-19
34	CCN(CC)c1ccc2cc(C(=O)Nc3ccccn3)c(=O)oc2c1	-7	12	6	-25	3	-61	-18	-31	-5	-6
35	CCOc1ccccc1NC(=O)CSc1cn[nH]n1	-3	2	1	2	0	-2	0	-6	0	-2
36	C=CCN(C(=O)CCC(=O)Nc1cc(C)on1)C(C(=O)NC(C)(C)CC)c1cccc(OC)c1OC (stereo not given)	9	-10	-8	3	-1	-1	-5	-6	-2	-1
37	O=C(NN=Cc1ccc(F)cc1)c1ccccc1NS(=O)(=O)c1cccs1	1	6	4	-10	4	-4	-1	-25	1	-4
38	CC1=C(C(=O)N2CCOCC2)CC(CC(=O)NCCCN(C)C)C(=O)N1Cc1ccc(F)cc1 (stereo not given)	3	0	-6	0	3	-21	-7	-3	1	6
39	Cc1ccc2nc3c(cc(C(=O)NCc4ccco4)c(=N)n3C3CCCC3)c(=O)n2c1	-7	-19	-3	i	-9	i	i	i	3	-4
40	CC(c1ccccc1)C1C(C#N)=C(N)OC2=C1C(=O)CCC2 (stereo not given)	0	8	-3	0	-2	-1	-3	-1	-17	2
41	Cc1ccc(-n2nc3c(c2NC(=O)C2CC2)CS(=O)(=O)C3)cc1	-2	27*	9	-4	0	-6	1	-6	-13	10
42	COc1ccc(NC(=O)c2c(SC)nsc2SC)cc1	1	-1	1	0	1	8	-2	4	4	-2
43	O=C(N=c1ccn(-c2nc3ccccc3nc2NS(=O)(=O)c2ccccc2)cc1)c1ccccc1Cl	-2	-2	3	-58	-1	5	-6	-83	5	4
44	O=C(c1ccc(N2CCOCC2)c([N+](=O)[O-])c1)N1CCN(c2ccccc2F)CC1	-4	-3	1	0	-5	-6	-2	-3	6	6
45	O=C(O)CSc1nc2ccc(C(=O)c3ccccc3)cc2[nH]1	-6	8	-2	-11	-1	1	-3	-18	8	7
46	CC(OC(=O)c1cccs1)C(=O)Nc1nc(-c2ccccc2)cs1 (stereo not given)	-6	4	-6	-3	-4	12	4	2	17	1
47	CC(C)CCn1c(SCC#N)nc2c(sc3ccccc32)c1=O	1	9	4	-1	3	5	-2	2	-4	17
48	CCCN(C(=O)CCc1cn(CCC)c2ccccc12)c1ccc(Oc2cccnc2)cc1	3	-8	-10	-2	-8	10	5	-4	-6	2
49	CC1(C(=O)NS(=O)(=O)c2ccc(F)cc2F)CCN1C(=O)C1(c2ccc(Cl)cc2)CC1 (stereo not given)	4	9	0	0	3	-2	0	2	16	7
50	O=[N+]([O-])c1cccc(C=NN2CCCCCC2)c1	3	2	-4	1	-5	-14	-2	-2	1	1
51	Cc1ccc(C2=NS(=O)(=O)N(C)C(C(=O)NCc3cccs3)=C2)cc1	-4	-5	-7	-2	1	-25	-1	-6	-3	1
52	CN(C)Cc1c(O)ccc2c(=O)c(-c3ccccc3Cl)coc12	2	16	-1	i	0	i	-460	i	-1	-13
53	CN(C)S(=O)(=O)c1ccc(NCC2COc3ccccc3O2)c([N+](=O)[O-])c1 (stereo not given)	2	4	0	4	6	12	2	3	-1	2
54	CN(CC(=O)NCCc1ccccc1)S(=O)(=O)c1cnc[nH]1	-12	-1	-2	0	5	-4	-3	2	-6	-8
55	Cc1ccc(N=C2C(=O)Nc3c(C)cccc32)cc1	2	12	4	1	-3	-6	-4	1	-12	-14
56	Cc1nc2ccc(Br)cn2c1C(=O)N/N=C\c1ccc(C(C)C)cc1	-2	4	8	0	5	-2	-3	-10	2	-1
57	Clc1ccc(-c2nc3ccc(Br)cn3c2Cc2ccccc2)cc1	-9	2	8	-4	6	-16	-4	-5	-13	6
58	O=c1oc2cc(Br)ccc2n1CSC1=NCCS1	-7	-4	5	2	-7	7	-1	2	11	8
59	COc1ccc(/C=C/C(=O)N2CCN(c3ccccn3)CC2)cc1OC	3	-6	3	-5	1	-12	-6	-8	-10	-7
60	Cn1c(Cc2ccccc2)nnc1SCC(=O)N1CCN(c2ccccc2)CC1	-2	9	-1	1	-1	4	-3	-1	0	-6
61	CSCCC(=O)N1CCCC(CNC(=O)c2ccc(-c3ccccc3)cc2)C1 (stereo not given)	-3	-4	4	-2	0	4	-4	-2	4	0
62	O=C(NC(=S)NC1CC1)c1cccnc1	-2	8	3	2	-2	-10	-2	2	-5	-8
63	O=C(Nc1ccc2oc(-c3ccncc3)nc2c1)c1ccc(Br)o1	-4	4	-1	-117	-5	-49	-25	-164	-7	-12
